Bioassay records deposited in PubChem by The Scripps Research Institute Molecular Screening Center.
GPR151 ag: activators of human GPR151, primary screen, cell-based, PathHunter beta-arrestin, luminescence; activation, % at 11.2 µM; 1% of 650,000 active; AID 1508602, 2020; PathHunter beta-arrestin GPR151 cells; in the data active means activation above about 4.9%;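 further: 0% = median of compound wells and 100% = cells with positive control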
MITF primary: MITF inhibitors, primary screen, biochemical, AlphaScreen, human; inhibition, % at 2.6 µM; AlphaScreen MITF homodimerization, bead proximity signal; 0.91% of 650,000 active; in the data active means inhibition above about 50%;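 further: 0% = vehicle wells with protein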
Target sequence (O75030 whole entry, looked up): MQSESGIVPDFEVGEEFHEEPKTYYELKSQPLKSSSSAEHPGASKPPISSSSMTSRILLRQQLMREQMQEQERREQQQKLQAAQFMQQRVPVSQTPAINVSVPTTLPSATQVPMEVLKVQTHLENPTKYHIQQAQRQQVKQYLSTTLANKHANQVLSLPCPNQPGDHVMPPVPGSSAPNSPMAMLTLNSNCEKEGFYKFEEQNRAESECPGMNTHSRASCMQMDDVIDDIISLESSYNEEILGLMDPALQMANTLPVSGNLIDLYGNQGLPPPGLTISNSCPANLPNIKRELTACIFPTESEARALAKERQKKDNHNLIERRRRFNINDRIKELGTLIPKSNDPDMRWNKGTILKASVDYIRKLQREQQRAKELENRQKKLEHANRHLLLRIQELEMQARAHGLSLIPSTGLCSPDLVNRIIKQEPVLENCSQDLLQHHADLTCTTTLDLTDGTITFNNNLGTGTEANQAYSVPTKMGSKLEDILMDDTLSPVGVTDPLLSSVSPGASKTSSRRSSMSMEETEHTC
FBW7 act: FBW7 E3 ligase activators, primary screen, biochemical, AlphaScreen, human; AlphaScreen FBW7–phospho-cyclin E peptide binding, activator screen; normalized activity (activation), % at 26.1 µM; 0.13% of 650,000 active; AID 1259310, 2017; in the data active means normalized activity above about 1.9%;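 further: purified mutant Fbw7 with reduced substrate affinity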
TEAD-YAP block: TEAD-YAP interaction inhibition, primary screen, TEAD-YAP interaction inhibitor project, luminescence, HEK-TIYL cells | TEAD-Gal4/YAP UAS-luciferase luminescence | inhibition, % at 9.12 µM | 1.4% of 640,000 active; in the data active means inhibition above about 32%;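 further: 0% = median of test compound wells and 100% = reference inhibitor wells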
An asterisk follows results filed as active; . = not tested or not shown.

Under each structure – GPR151 ag | MITF primary | FBW7 act | TEAD-YAP block
Cc1cc(C)c2c(NCc3cccc(C(F)(F)F)c3)n[nH]c2n1
  0.8 | -1.5 | -0.1 | -7.2
COc1ccc2[nH]c(S(=O)Cc3ncc(C)c(OC)c3C)nc2n1 (stereo unspecified)
  0.8 | 10.5 | 0.0 | .
CN(C)C(=O)c1ccc(N2CCC(NCCc3ccccc3F)CC2)cc1
  -0.1 | 3.6 | 0.0 | 4.5
Cc1ccc(NS(=O)(=O)N2CCOCC2)c(C)c1
  -0.3 | -6.0 | -0.1 | 4.0
O=C(NCCCN1CCN(c2ccccc2F)CC1)c1ccc(Cn2c(=S)[nH]c3ccc(Br)cc3c2=O)cc1
  0.5 | -2.6 | -0.1 | 8.1
CCOc1cc(CN2CCN(C(=O)c3ccco3)CC2)ccc1OC
  0.7 | 47.5 | 0.0 | -1.7
O=C(N1CCN(c2ccc(-c3cccnc3)nn2)CC1)C1(c2ccccc2)CCOCC1
  -0.4 | 23.0 | 0.3 | 1.0
Cc1nonc1NC(=O)CN1CCOCC1
  0.3 | -8.3 | 0.1 | 13.6
FC(F)(F)c1ccc(Cn2cnc3c(NCc4nc5ccccc5[nH]4)nc(-c4ccccc4)nc32)cc1
  2.4 | 5.6 | -0.1 | 4.3
O=C(CSc1nnc(-c2cccnc2)s1)NC1CCCCC1
  -0.4 | -0.1 | 0.1 | -2.4

The list goes on.
Under each structure – GPR151 ag | MITF primary | FBW7 act | TEAD-YAP block
O=C(CSc1nnc(NCc2ccccc2)s1)NNC(=O)c1ccc(Cl)cc1
  0.2 | 5.8 | 0.0 | 2.8
CCOC(=O)c1ccc(NC(=O)c2c(O)c3cccc4c3n(c2=O)CCC4)cc1
  0.4 | 12.7 | 0.1 | 8.1
CCc1cc2c(=O)n3c(nc2s1)-c1[nH]c2ccc(OC)cc2c1CC3
  0.2 | 20.5 | 0.5 | -1.5
CN(C(=O)c1ccn(C)n1)C(Cc1ccccc1)C1CCN(C(=O)c2ccco2)CC1 (stereo unspecified)
  0.1 | -2.5 | 0.0 | -13.0
O=C1CC2(O)CCC1(c1ccccc1)CC2
  -0.6 | -6.0 | -0.1 | 2.2
O=C(/C=C/c1c(Cl)cccc1Cl)Nc1nn[nH]n1
  -1.3 | -1.9 | 0.4 | 13.9
O=C(Nc1ccccc1I)c1ccc(Br)cc1
  -1.5 | -10.9 | 0.0 | -27.5
CSc1ccc(S(=O)(=O)Nc2ccccc2C(=O)Nc2ccc(F)cc2)cc1
  -1.8 | 4.9 | 0.2 | -11.4
COc1ccc(Cl)cc1C(=O)OCn1c(SC)nnc(C)c1=O
  -2.5 | 6.9 | 0.5 | 4.0
COCCNC(=O)c1cc(-c2ccccc2O)no1
  -0.2 | -0.8 | 0.0 | -33.4

Compound profiles (already shown). Values in the order: GPR151 ag | MITF primary | FBW7 act | TEAD-YAP block
`O=C(N1CCN(c2ccc(-c3cccnc3)nn2)CC1)C1(c2ccccc2)CCOCC1` is listed with -0.4 | 23.0 | 0.3 | 1.0
`COc1ccc2[nH]c(S(=O)Cc3ncc(C)c(OC)c3C)nc2n1` (stereo unspecified) is listed with 0.8 | 10.5 | 0.0 | .
`Cc1cc(C)c2c(NCc3cccc(C(F)(F)F)c3)n[nH]c2n1` is listed with 0.8 | -1.5 | -0.1 | -7.2
`Cc1ccc(NS(=O)(=O)N2CCOCC2)c(C)c1` is listed with -0.3 | -6.0 | -0.1 | 4.0
`FC(F)(F)c1ccc(Cn2cnc3c(NCc4nc5ccccc5[nH]4)nc(-c4ccccc4)nc32)cc1` is listed with 2.4 | 5.6 | -0.1 | 4.3

The main list resumes with the 6 entries that preceded the break.
Under each structure – GPR151 ag | MITF primary | FBW7 act | TEAD-YAP block
O=C1CC2(O)CCC1(c1ccccc1)CC2
  -0.6 | -6.0 | -0.1 | 2.2
O=C(/C=C/c1c(Cl)cccc1Cl)Nc1nn[nH]n1
  -1.3 | -1.9 | 0.4 | 13.9
O=C(Nc1ccccc1I)c1ccc(Br)cc1
  -1.5 | -10.9 | 0.0 | -27.5
CSc1ccc(S(=O)(=O)Nc2ccccc2C(=O)Nc2ccc(F)cc2)cc1
  -1.8 | 4.9 | 0.2 | -11.4
COc1ccc(Cl)cc1C(=O)OCn1c(SC)nnc(C)c1=O
  -2.5 | 6.9 | 0.5 | 4.0
COCCNC(=O)c1cc(-c2ccccc2O)no1
  -0.2 | -0.8 | 0.0 | -33.4
CN(C)S(=O)(=O)c1ccc(C(=O)Nc2nnc(C3CC3)o2)cc1
  -1.5 | 15.5 | 0.0 | -1.0
Cc1cc(C(=O)COc2cccc(-n3cnnn3)c2)c(C)n1CCc1ccccc1
  1.3 | 6.9 | -0.1 | 16.4
COc1ccc(CCNC(=O)/C=C/c2ccc(F)cc2)cc1
  0.2 | -1.9 | 0.0 | -6.8
CC1(C)CC(=O)C(Sc2ccc([N+](=O)[O-])cc2)=C(N2CCOCC2)C1
  1.2 | 5.9 | -0.1 | -5.4
O=C(Nc1cccc(Cl)c1)c1ccc(=O)oc1
  -0.1 | -4.4 | -0.3 | 4.1
CCn1c(SCC(=O)Nc2ccccc2N2CCOCC2)nnc1-c1ccccc1O
  1.3 | 13.4 | 0.2 | 9.6
O=C(CCCn1c(SCc2cc(=O)n3cc(Cl)ccc3n2)nc2ccccc2c1=O)NCc1ccccc1
  -0.7 | -7.4 | -0.1 | -8.8
C/C(=N\O)c1ccc2c3ccccc3n(C)c2c1
  0.9 | 2.4 | -0.1 | -34.2
O=C(Nc1ccc(F)cc1F)Nc1cccn(Cc2ccccc2Br)c1=O
  -0.3 | 1.7 | -0.1 | 28.9
